# Screening results deposited in PubChem by National Center for Advancing Translational Sciences (NCATS).
# PTHR1 ag: activates the human parathyroid hormone receptor PTHR1 | HEK293 GP2 PTHR1 cells, GloSensor cAMP luminescence, 1 h | Potency, µM (doses to about 115 µM), inactives show top-dose activation, actives largely listed as activators | 410,000 tested, 0.075% active; further: potency means the concentration at half of the fitted maximal effect; nearly all actives have a fitted effect of over 55% in size; some results filed as inactive show a strong effect at the top dose; inactives centre near -15; many of its hits are not listed in these tables
#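 HEK-293-derived GP2 cells expressing PTHR1 and a GloSensor cAMP reporter, 3,000/well, plated overnight, given luciferin plus IBMX (each 0.5 mM as added) for 1 h at 37 °C, then compound for 1 h at 37 °C. Luminescence was read after 15 min at room temperature.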
# GLP1R cytotox: cytotoxicity in counter-screen for GLP-1R inverse agonists; HEK293 cAMP-luciferase reporter cells, luminescence, 24 h; Potency, µM (doses to about 38.3 µM), inactives show at the highest dose activity change, negative = inhibition, most hits filed as inhibitors; 410,000 tested, 0.13% active;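 further: loss of luciferase light is scored as toxicity; potency means the concentration at half of the fitted maximal effect; on the % scale 0 is the no-effect control and ±100 the full control effect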
#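 Seeding density was 200 cells/uL; after overnight-length (12 h) culture, 23 nL compounds went on for 24 h at 37 °C. Readout used a luciferase detection reagent, luminescence taken after 12 min at room temperature.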
# aSyn rescue: alpha-synuclein toxicity inhibition in yeast. Yeast expressing alpha-synuclein, growth rescue, BacTiter-Glo, 24 h. Potency, µM (doses to about 46.1 µM), for inactives: at the top dose growth rescue (activation), hits mostly activators. 370,000 tested, 0.14% active. AID 652106; further: potency means the concentration at half of the fitted maximal effect; % of control where 0% means no effect; nearly all actives have a fitted effect of over 65% in size
#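 Screening used galactose-induced yeast with toxic alpha-synuclein levels, exposed to compound for 24 hr at 30 deg C. Cell growth, read with BacTiter-Glo luminescence, gave the measured signal.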
# TDP43 rescue: rescues yeast growth from TDP-43 toxicity | TDP-43 expressing yeast growth rescue, BacTiter-Glo, 24 h | 410,000 tested, 1.8% active | AID 652104 | Potency, µM (top dose mostly 46.1 µM), without a hit: top-dose growth rescue (activation), actives largely listed as activators; further: potency means the concentration at half of the fitted maximal effect; % of control where 0% means no effect; nearly all actives have a fitted effect of over 50% in size
#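 Galactose-induced TDP-43 yeast, OD600=0.02, compound pinned; 24 hr, 30 deg C; BacTiter-Glo luminescence for growth. Inhibitors of TDP-43 toxicity read as activators.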
# GLP1R ag: activates the human GLP-1 receptor; P43220; HEK293 GLP-1R CRE-luciferase, luminescence, 4-6 h; cells express a hypersensitive GLP-1R form; Potency, µM (top dose mostly 45.6 µM), for inactives: top-dose activation, hits mostly activators; 380,000 tested, 0.007% active; AID 624172; further: potency means the concentration at half of the fitted maximal effect; % of control where 0% means no effect
# Target sequence (P43220 whole entry, looked up): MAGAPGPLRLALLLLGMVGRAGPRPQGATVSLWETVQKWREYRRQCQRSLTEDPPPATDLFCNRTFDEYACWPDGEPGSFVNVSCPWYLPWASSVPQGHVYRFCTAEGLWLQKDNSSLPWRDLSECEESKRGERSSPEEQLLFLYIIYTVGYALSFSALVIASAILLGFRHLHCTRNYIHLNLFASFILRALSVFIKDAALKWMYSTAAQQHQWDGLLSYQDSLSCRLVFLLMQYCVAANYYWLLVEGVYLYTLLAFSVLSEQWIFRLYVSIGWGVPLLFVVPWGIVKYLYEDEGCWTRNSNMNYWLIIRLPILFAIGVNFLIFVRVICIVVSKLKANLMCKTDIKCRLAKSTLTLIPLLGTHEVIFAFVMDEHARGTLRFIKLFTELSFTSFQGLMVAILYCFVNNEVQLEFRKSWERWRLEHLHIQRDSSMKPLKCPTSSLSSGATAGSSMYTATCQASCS
# KB-V1 cytotox: KB-V1 MDR subline cytotoxicity. KB-V1 MDR cells viability, CellTiter-Glo, 72 h. Potency, µM (highest dose often 46.1 µM), for the others: at the highest dose activity change, negative = cytotoxicity, usual class: cytotoxic. 400,000 tested, 3.4% active; further: potency means the concentration at half of the fitted maximal effect; on the % scale 0 is the no-effect control and ±100 the full control effect; nearly all actives have a fitted effect of over 60% in size
#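 Drug-selected KB-V1 cells, grown in DMEM lacking phenol red with 10% FBS, receive compound titrations; after three days at 37 degrees C, surviving cell ATP is quantified by CellTiter-Glo luminescence and responses normalized and curve-fitted.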
# DRD3 agonist: activates the human D3 dopamine receptor; P35462; D3R DiscoveRx beta-arrestin cells, luminescence, 90 min; max activation, %; 410,000 tested, 0.58% active; AID 652048; in the data active means max activation above about 30%; further: 0% is about no effect; mostly tested at two doses, the higher about 12 µM
# Target sequence (P35462 whole entry, looked up): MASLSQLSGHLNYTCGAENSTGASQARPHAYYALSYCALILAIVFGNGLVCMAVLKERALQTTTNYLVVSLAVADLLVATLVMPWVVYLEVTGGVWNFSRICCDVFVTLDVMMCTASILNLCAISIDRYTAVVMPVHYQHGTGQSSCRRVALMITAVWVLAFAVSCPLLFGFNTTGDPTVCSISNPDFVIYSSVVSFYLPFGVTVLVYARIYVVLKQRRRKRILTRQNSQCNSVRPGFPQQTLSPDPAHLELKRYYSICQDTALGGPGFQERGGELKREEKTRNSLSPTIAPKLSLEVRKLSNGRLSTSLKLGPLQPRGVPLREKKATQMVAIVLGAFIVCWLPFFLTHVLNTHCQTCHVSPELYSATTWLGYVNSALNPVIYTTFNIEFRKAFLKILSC
#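 Cells at 1500/well, incubated overnight, then treated with pinned compounds (dopamine as control) for 90 min at 37 degrees C. DiscoveRx reagent added for 30 - 60 minutes at room temperature; luminescence read.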
# DRD3 antagonist: blocks the human D3 dopamine receptor; D3R cells, DiscoveRx beta-arrestin luminescence, antagonist mode; stronger effect = lower value; max response, negative = inhibition, %; 360,000 tested, 2.5% active; AID 652054; in the data active means max response below about -50%; inconclusive means no clear call, values can overlap the other calls; further: on the % scale 0 is the no-effect control and ±100 the full control effect; mostly tested at two doses, the higher about 12 µM
#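 Cells plated overnight at 1500 cells/well, then exposed to library compounds with dopamine controls for 90 minutes at 37 degrees C. DiscoveRx reagent added for 30–60 minutes at room temperature; luminescence read, quantitative HTS format.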
# GLP-1R inv ag: inverse agonists of human GLP-1 receptor | Potency, µM (doses to about 38.3 µM), for inactives: top-dose activity change, negative = inhibition, hits mostly inhibitors | 410,000 tested, 1.6% active | HEK293 GLP-1R CRE-luciferase, luminescence, 24 h; GLP-1R form is constitutively active | AID 624417 | P43220; further: potency means the concentration at half of the fitted maximal effect; on the % scale 0 is the no-effect control and ±100 the full control effect; nearly all actives have a fitted effect of over 55% in size
#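 Cells are plated, allowed 12 hours at 37 deg C, then treated with compounds for 24 hr before luciferase detection reagent is added and luminescence is read after 12 min at room temperature. The HEK293 line carries constitutively active GLP-1R with a cAMP-responsive reporter.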
# Numbers without * were called inactive; i = inactive; ? = inconclusive; . = no result given; & = joins results of further samples; [ ] = dose if it differs, or a comment. Unless noted, the call rests on the fitted dose curve; in most records, active means well fitted curve in the direction sought with a large enough effect; inconclusive means small, poorly fitted or top-dose-only effect, or another doubt; inactive means no such curve, though single readings can be large; an effect the other way counts as inactive or inconclusive.
SMILES,PTHR1 ag,GLP1R cytotox,aSyn rescue,TDP43 rescue,GLP1R ag,KB-V1 cytotox,DRD3 agonist,DRD3 antagonist,GLP-1R inv ag
COc1ccc(CCNC(=O)C2(C)CCC(=O)N2Cc2ccc(C)cc2)cc1OC (stereo not drawn),i,8.5%,8.0%,-17.5%,-3.2%,-16.3%,0.2,-4.4,15.7%
CCN(c1ccccc1)c1nnc(NC(=O)Nc2ccc(Br)c(C)c2)s1,i,1.6%,.,9.4%,.,-1.6%,-4.5,.,8.5%
CCn1c(C)c(C)c2cc(C(=O)NCCCN3CCCCC3)ccc21,?,0.0%&20.1%,-1.1%,11.3%&2.0%,2.9%,2.2%&0.0%,-12.4&-18.9,-7.0,-37.4%&-17.6%
C1=Nc2c(NCc3ccccc3)ncnc2Oc2ccccc21,-1.9%[57.5 µM],-3.2%,17.3%,25.0%,23.9%,-15.1%,5.5,0.2,-17.0%
COc1ccc(-c2ccc(C)cc2)cc1[C@H]1[C@H]2C=CC[C@@H](C)[C@@H]2C(=O)N1Cc1ccccc1,i,4.0%,0.5%,2.5%,5.8%,-17.9%,-37.3,-10.8,12.0%
COc1ccc(/C=C(/CC(=O)NCc2ccc(Cl)cc2)c2nc3ccccc3s2)cc1,i,-0.6%,-6.1%,-22.2%,5.4%,10.3µM*,-10.4,-10.7,?
COc1ccccc1N1CCN(C(CNC(=O)C(=O)NCc2ccc(C)cc2)c2cccnc2)CC1 (stereo not drawn),-23.0%,1.3%,.,7.8%,.,-7.0%,8.1,.,-23.6%
O=S(=O)(c1ccc(F)c(F)c1F)N1CCN(C(=S)NC2CC3CCC2C3)CC1 (stereo not drawn),-35.0%[inhibitor],-7.8%,0.4%,0.0%,-0.1%,13.3%,-10.4,6.6,-3.3%
O=C(NCc1nc2ccccc2[nH]1)C1=C[C@H](c2coc3ccccc3c2=O)C[C@H](OCc2ccc(CO)cc2)O1,i,1.9%,-5.6%,0.7%,-3.1%,0.0%,19.2,86.5,-10.9%
CCN(CC)CCCn1c2c(c(SCC(=O)Nc3cccc(C)c3C)nc1=O)CCC2,i,-6.1%,-2.2%,18.2%,2.9%,3.8%,-18.1,-8.0,-28.2%
COc1cccc(/C=C(\C#N)c2nc3ccccc3c(=O)[nH]2)c1OC,-9.2%,8.0%,.,?,.,-23.7%,7.0,.,-3.1%
COc1nc(Nc2ccc([N+](=O)[O-])cc2)nc(NC(C)C)n1,-7.9%,13.2%,0.0%,5.5%,22.1%,11.6µM*,8.9,7.8,0.0%
OC12CC3C[C@H](C1)C(N1CCOCC1)[C@@H](C3)C2 (stereo partly drawn),i,5.3%,6.8%,4.6%,-1.4%,19.9%,9.1,19.7,4.3%
Cc1ccc(CS(=O)(=O)CCC(=O)NC2CC2)cc1,-9.8%[57.5 µM],-8.8%,-11.2%,-17.3%,-13.9%,7.9%,8.7,28.3,0.0%
Cc1c(C(=O)NC2CCCC2)oc2ccccc12,-10.2%,-10.8%,1.5%[1.84 µM],?,20.1%,-17.0%,3.9,5.9,?
O=C(CN1C(=O)C2C3C=CC(C3)C2C1=O)Nc1nc2ccccc2[nH]1 (stereo not drawn),i,-8.1%,-18.9%,-5.6%,-4.3%,13.7%,-5.9,31.5,6.8%
Cc1cccc(CNC(=O)CCCn2nc(C)c3c(C)n(-c4ccccc4)nc3c2=O)c1,i,-2.1%,-3.6%,0.0%,-5.3%,4.6%,2.8,-0.8,2.0%
Cc1cc(C)cc(NC(=O)C(=O)NCC(c2cccnc2)N2CCc3ccccc32)c1 (stereo not drawn),-8.4%,-17.0%,.,22.6%,.,-5.9%,10.0,.,?
CCC(c1nnnn1C(C)(C)CC)N(CCN1CCOCC1)Cc1cc2cc(C)ccc2[nH]c1=O (stereo not drawn),i,-3.9%,7.2%,-35.8%[inhibitor],-0.6%,-20.4%,0.5,13.8,0.4%
Cc1cnc(C(=O)Nc2nnc(C(C)C)s2)cn1,i,3.9%,-1.9%,22.6%,3.8%,-17.0%,-7.6,?,-17.3%
CC(C)(C)c1ccc(C(=O)Nc2ccc(N3CCOCC3)cc2)cc1,-3.3%[57.5 µM],-7.7%,0.0%,21.7%,-1.0%,?,4.0,11.7,-20.5%
O=C(NN1CCN(Cc2ccccc2Cl)CC1)c1ccc(Br)cc1,-4.0%,11.0%,0.3%,17.1%,3.3%,?,-5.7,-7.0,-1.4%
O=C(O)CCNc1ccc(NCCC(=O)O)c2c1C(=O)c1ccccc1C2=O,-24.7%,-24.8%,-16.6%,-26.7%,-0.7%,0.8%,-15.8,-81.5*,?
COc1cc(/C=N/N2CCCCC2)cc([N+](=O)[O-])c1O,9.7%,-23.0%,-23.8%,-36.8%[inhibitor],2.8%,2.6%,-11.3,-65.1*,53.1%[activator]
COc1ccc(CNC(=O)C2CCCN(S(=O)(=O)c3cc(C)ccc3OC)C2)cc1 (stereo not drawn),-8.8%,-25.5%,-4.7%,-5.8%,-3.8%,0.0%,-6.7,16.2,0.0%

# Taken from above:
# Result for CCN(c1ccccc1)c1nnc(NC(=O)Nc2ccc(Br)c(C)c2)s1 under GLP-1R inv ag: 8.5%
# Result for COc1ccc(/C=C(/CC(=O)NCc2ccc(Cl)cc2)c2nc3ccccc3s2)cc1 under TDP43 rescue: -22.2%

# Next section.
SMILES,PTHR1 ag,GLP1R cytotox,aSyn rescue,TDP43 rescue,GLP1R ag,KB-V1 cytotox,DRD3 agonist,DRD3 antagonist,GLP-1R inv ag
COc1ccc(C(=O)N2CCN(C(C)=O)CC2)cc1S(=O)(=O)N1CCOCC1,i,-10.7%,-0.1%,4.6%,-0.5%,2.5%,10.7,10.1,9.1%
Cc1ccc2cc(C(c3nnnn3CC3CCCO3)N3CCCC4(CCCCC4)C3)c(=O)[nH]c2c1 (stereo not drawn),i,9.2%,9.8%,-3.9%,0.7%,14.6µM*,3.1,1.5,8.9%
CCOC(=O)C1=C(c2ccccc2)N=C2SCC(=O)N2C1c1ccc(OCC)c(OCC)c1 (stereo not drawn),-7.7%[57.5 µM],17.2%,8.3%,10.8%,-9.2%,3.1%,0.0,-14.8,12.3%
CCC(CC)C(=O)NCCc1ccc(S(N)(=O)=O)cc1,-10.8%,-51.2%,.,-6.6%,-2.4%,9.5%,0.9,-10.6,0.0%
COc1ccc(-c2noc(CN(C(=O)c3ccc(C)cc3C)C(C)C)n2)cc1,-15.0%,-1.2%,.,11.9%,-0.6%,-15.6%,-8.0,.,?
CC(C)C[C@@H](CN)NC(=O)c1nc[nH]c1C(=O)N[C@@H](Cc1c[nH]c2ccccc12)C(=O)CNC[C@H](C)NC(=O)c1nc[nH]c1C(=O)N[C@@H](C)C(=O)O,i,-11.9%,0.9%,?,-3.4%,?,-31.7,-14.3,-12.8%
O=C(Nc1ccccc1)c1cc(Cl)nc2ccccc12,i,-2.2%,5.0%,?,2.0%,3.3%,1.0,-14.5,-35.2%
O=C(CN1C(=O)NC2(CCCC2)C1=O)N1CCN(c2ccc(C(F)(F)F)cc2[N+](=O)[O-])CC1,-37.1%[inhibitor],-12.6%,-1.8%,-4.2%,1.0%,-7.5%,1.0,-18.5,?
NC(=O)CSc1oc(-c2ccco2)nc1S(=O)(=O)c1ccccc1,-1.7%,2.9%,4.6%,-9.1%,-4.8%,?,-0.7,-2.2,21.4%
Cc1nc2ccccc2n1C(C)c1ccccc1 (stereo not drawn),-34.5%,0.2%,-1.4%,3.7%,4.0%,-3.2%,-1.3,-10.7,-28.5%
CC(C)C(=O)Nc1cccc(COc2ccc(CN(Cc3ccccc3)C(=O)OC(C)(C)C)cc2)c1,-22.3%,2.6%,6.4%,6.5%,2.8%,?,36.1*,104.8,?
Cc1ccc(N2C=Nc3ccc(C)c4nc(C)cc2c34)cc1,i,282.9%[activator],-2.1%,-7.7%,0.2%,?,-17.1,5.8,?
COc1cccc(Nc2nnc(-c3cc4ccc(O)cc4oc3=O)s2)c1,i,38.7%[activator],.,15.5%,.,.,7.5,.,4.4%
CCc1ccc(-c2ccc(C(=O)C(F)(F)F)[nH]2)cc1,-12.4%,-19.5%,-1.2%,19.7%,-11.4%,21.8%,3.7,23.4,?
CN(C)c1ccc(NC(=S)c2ccc3ccccc3n2)cc1,-1.0%,3.4%,-8.2%,8.0%,-4.4%,-26.3%,-5.9,-50.8*,24.7%
Cc1occc1-c1nnc(SCC(=O)NCCc2ccccc2)o1,i,-1.3%,7.7%,15.2%,16.9%,3.7%,2.7,0.3,-8.1%
CCCCSc1nsc(NC(C)=O)n1,-20.9%,-4.4%,.,12.6µM*,-4.6%,4.7%,-1.6,40.4,4.1%
COc1ccc(Cl)cc1NC(=O)c1cc2c(=O)n3ccccc3nc2s1,-18.1%,32.8%[activator],.,0.2%,.,.,-1.9,.,1.5%
Cc1cc2c(cc1C)NC(c1c(C)n(C)n(-c3ccccc3)c1=O)C1=C(CC(C)(C)CC1=O)N2 (stereo not drawn),-66.7%[inhibitor],117.5%[activator],2.0%,6.4%,4.1%,-7.0%,-1.6,-92.9*,?
CC(C)NC(=O)NC(=O)COC(=O)c1ccc([N+](=O)[O-])cc1Cl,-21.8%,3.7%,5.2%,22.1%,0.3%,?,8.1,-5.8,0.7%
Cn1c(=O)cc(OCC(=O)NCc2ccc(F)cc2Cl)c2ccccc21,?,1.2%,.,-3.6%,-0.4%,-1.7%,-8.0,.,1.4%
CC(C)c1ccc(C(C)NCCS(=O)(=O)c2ccc(Br)cc2)cc1 (stereo not drawn),i,-24.2%,-12.8%,-19.4%,-0.1%,6.4%,-4.7,-10.3,?

# Not all compounds are listed (hit frequency here may not be typical).
